Source: PubChem BioAssay (several laboratories)
E coli Lon inh = inhibits E. coli Lon protease. inhibition, % at 7.94 µM. 360,000 compounds, 0.42% hits. P0A9M0. purified E. coli Lon protease, fluorescence polarization; in the data active means inhibition above about 13%, passing the limit was not always enough;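 further: 0% = enzyme with probe and DMSO and 100% = no enzyme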
FAS-TE inh = inhibitors of human fatty acid synthase thioesterase domain. P49327. recombinant FAS-TE, OMFH fluorogenic substrate, fluorescence endpoint. inhibition, % at 15 µM. 360,000 compounds, 0.67% hits;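 active means compounds whose normalised, plate-corrected inhibition of enzyme fluorescence in the single-dose primary screen is 50% or more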;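 further: 0% = DMSO with enzyme and 100% = substrate without enzyme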
MT1-MMP act inh = MT1-MMP (human) activation inhibition; HT1080 RFP-PRO-GFP cells, GFP/RFP ratio fluorescence, overnight; percent of plate control window, DMSO zero; GFP/RFP ratio change, % at 20 µM; 360,000 compounds, 0.061% hits;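 active means GFP/RFP ratio change of at least 30% with cell ATP level not reduced by more than half and red fluorescence within 50% of control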; further: strong numbers were not always called active
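Compound: 20 µM single dose, 1% DMSO / System: HT1080 RFP-PRO-GFP cells / Controls: DMSO and RFP-L50D-GFP cell wells / Read-out basis: GFP/RFP fluorescence ratio / Schedule: overnight compound exposure at 37 °C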
MsrA act = bovine methionine sulfoxide reductase A activation. 360,000 compounds, 0.3% hits. purified bovine MsrA, absorbance read-out. AID 602163. activation, % at 10.6 µM; in the data active means activation above about 7.5%;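 further: 0% = vehicle and 100% = reference activator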
MsrA inh = inhibitors of bovine MsrA; AID 651718; purified bovine MsrA, absorbance read-out; inhibition, % at 15.5 µM; 360,000 compounds, 0.75% hits; in the data active means inhibition above about 4.5%;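 further: 0% = vehicle wells with enzyme and 100% = reference inhibitor wells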
Rin1 Abl inh = inhibitors of human Rin1-Abl protein interaction. TR-FRET Rin1/Abl binding, biochemical. P00519+Q13671. inhibition, % at 7.35 µM. AID 588664. 360,000 compounds, 0.4% hits; in the data active means inhibition above about 5%, passing the limit was not always enough
PABP1 MLLE inh = blocks PAM2 peptide binding to the PABP1 MLLE domain; P11940; GST-MLLE / FITC-PAM2 fluorescence polarization; inhibition, % at 20 µM; 360,000 compounds, 0.36% hits; in the data active means inhibition above about 35%, passing the limit was not always enough;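 further: plate controls were DMSO wells with GST-MLLE for no effect and wells lacking GST-MLLE protein for full effect; some results filed as inactive read as strong as hits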
Target sequence (P11940 whole entry, looked up, the tested form may be a part): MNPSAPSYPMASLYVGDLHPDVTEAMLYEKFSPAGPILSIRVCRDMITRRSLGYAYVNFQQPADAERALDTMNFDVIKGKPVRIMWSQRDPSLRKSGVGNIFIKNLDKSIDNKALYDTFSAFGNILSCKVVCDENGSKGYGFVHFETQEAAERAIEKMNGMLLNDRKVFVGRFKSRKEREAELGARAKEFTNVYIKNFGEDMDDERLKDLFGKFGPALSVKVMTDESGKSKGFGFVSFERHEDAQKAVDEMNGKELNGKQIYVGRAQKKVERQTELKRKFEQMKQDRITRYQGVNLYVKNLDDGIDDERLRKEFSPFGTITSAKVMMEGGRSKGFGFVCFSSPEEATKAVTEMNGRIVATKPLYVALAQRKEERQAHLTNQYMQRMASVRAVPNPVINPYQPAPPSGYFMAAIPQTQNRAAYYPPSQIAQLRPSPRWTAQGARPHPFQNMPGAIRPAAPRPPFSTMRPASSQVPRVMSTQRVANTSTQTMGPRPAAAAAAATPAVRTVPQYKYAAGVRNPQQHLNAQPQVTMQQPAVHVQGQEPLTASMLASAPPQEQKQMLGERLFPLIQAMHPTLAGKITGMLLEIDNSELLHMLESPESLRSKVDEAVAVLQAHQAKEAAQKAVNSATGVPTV
CSN deneddyl inh = CSN deneddylation inhibition | Purified CSN, SCF-Nedd8-OG deneddylation, fluorescence polarization | inhibition, % at 12.5 µM | 360,000 compounds, 0.38% hits | Q92905;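 active means pattern-corrected inhibition above about 35%, with an unprinted fluorescence ratio check between 0.5 and 1.5, limit read from the data, passing the limit was not always enough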;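 further: 0% = enzyme with substrate and 100% = substrate without enzyme; some results filed as inactive read as strong as hits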
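Detection – fluorescence polarization · System – HEK293T-derived human Csn5 enzyme · Controls – substrate-only high control, full reaction low control · Timing – 90 min, room temperature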
Rpn11 inh = blocks the human proteasome subunit Rpn11. O00487. AID 588493. 360,000 compounds, 0.59% hits. human 26S proteasome, Ub4-pepOG fluorescence polarization; 20S core pre-blocked with epoxomicin. calls only at 20 µM;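 active means inhibition at 20 µM, scaled to each plate's controls, above about 33%, limit read from the data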
Target sequence (O00487 whole entry, looked up): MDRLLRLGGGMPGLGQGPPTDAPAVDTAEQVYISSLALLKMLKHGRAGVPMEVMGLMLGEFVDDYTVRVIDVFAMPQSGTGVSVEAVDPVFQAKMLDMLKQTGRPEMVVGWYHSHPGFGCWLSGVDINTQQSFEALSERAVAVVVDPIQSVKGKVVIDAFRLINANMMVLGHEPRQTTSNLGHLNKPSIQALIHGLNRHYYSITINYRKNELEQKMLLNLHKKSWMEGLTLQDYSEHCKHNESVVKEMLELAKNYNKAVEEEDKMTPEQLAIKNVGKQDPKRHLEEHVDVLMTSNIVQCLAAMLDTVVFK
* marks the source's active call; other numbers are inactive results.

For CCCCn1c(N)c(Sc2ccccc2[N+](=O)[O-])c(=O)[nH]c1=O the results were E coli Lon inh -10.4, FAS-TE inh -1.8, MT1-MMP act inh 0.0, MsrA act -2.1, MsrA inh 0.9, Rin1 Abl inh -1.7, PABP1 MLLE inh 7.1, CSN deneddyl inh 0.4 and Rpn11 inh inactive.
CCN(CC)S(=O)(=O)c1cccc(-c2cn3cc(C)ccc3n2)c1 was read as E coli Lon inh -1.8, FAS-TE inh 5.2, MT1-MMP act inh 10.4, MsrA act 0.3, MsrA inh 0.4, Rin1 Abl inh -0.8, PABP1 MLLE inh 1.0, CSN deneddyl inh 1.6 and Rpn11 inh inactive.
Cc1ccc(NC(=O)CCNC(=O)c2ccccc2Cl)cc1S(=O)(=O)N1CCCCCC1 was read as E coli Lon inh 2.7, FAS-TE inh 0.1, MT1-MMP act inh 4.2, MsrA act -2.0, MsrA inh 0.8, Rin1 Abl inh 1.8, PABP1 MLLE inh 14.9, CSN deneddyl inh -3.6 and Rpn11 inh inactive.
CC(C)C(=O)NC(=S)NCC(=O)c1ccccc1 was read as E coli Lon inh 6.2, FAS-TE inh -5.3, MT1-MMP act inh 4.3, MsrA act -2.4, MsrA inh 0.6, Rin1 Abl inh -1.8, PABP1 MLLE inh 6.1, CSN deneddyl inh 3.1 and Rpn11 inh inactive.
`Cc1cccc(N2C(=O)C(Cc3ccccc3)NC2=S)c1` (configuration not stated) gave E coli Lon inh -4.9, FAS-TE inh 0.9, MT1-MMP act inh 2.4, MsrA act -1.5, MsrA inh 1.2, Rin1 Abl inh -2.1, PABP1 MLLE inh -9.2, CSN deneddyl inh -11.6 and Rpn11 inh inactive.
Screening CC(=O)Nc1c(-c2ccccc2Cl)c(=O)c2ccccc2n1C returned E coli Lon inh -0.2, FAS-TE inh -4.4, MT1-MMP act inh 1.4, MsrA act -2.8, MsrA inh 2.2, Rin1 Abl inh -1.7, PABP1 MLLE inh -3.9, CSN deneddyl inh -3.7 and Rpn11 inh inactive.
`CC(=O)Nn1c(-c2ccccc2)cc2ccccc21` gave E coli Lon inh 8.9, FAS-TE inh -4.1, MT1-MMP act inh 1.7, MsrA act -5.0, MsrA inh 1.1, Rin1 Abl inh -0.9, PABP1 MLLE inh -8.3, CSN deneddyl inh 1.9 and Rpn11 inh inactive.
For NC(=O)C1CCCN(Cc2ccc3ccccc3c2)C1 (configuration not stated) the results were E coli Lon inh -6.7, FAS-TE inh -3.9, MT1-MMP act inh 1.2, MsrA act -2.6, MsrA inh 0.9, Rin1 Abl inh -2.6, PABP1 MLLE inh -7.3, CSN deneddyl inh -2.7 and Rpn11 inh inactive.
`CC1(c2ccc([N+](=O)[O-])c(CS(=O)(=O)c3ccccc3)c2)OCCO1` gave E coli Lon inh -2.0, FAS-TE inh 18.5, MT1-MMP act inh -3.4, MsrA act -2.9, MsrA inh 0.8, Rin1 Abl inh 4.8, PABP1 MLLE inh -13.2, CSN deneddyl inh -6.6 and Rpn11 inh inactive.
`COc1ccc(CC(=O)Nc2nc(C)cs2)cc1OC` gave E coli Lon inh -1.0, FAS-TE inh -8.5, MT1-MMP act inh 0.5, MsrA act -2.3, MsrA inh -0.2, Rin1 Abl inh -2.4, PABP1 MLLE inh 0.0, CSN deneddyl inh 3.9 and Rpn11 inh inactive.
`Cc1cc(N/C=C(\C#N)S(=O)(=O)c2ccc(Cl)cc2)nc(C)n1` gave E coli Lon inh -8.4, FAS-TE inh 1.2, MT1-MMP act inh -3.0, MsrA act -2.3, MsrA inh 0.0, Rin1 Abl inh -3.1, PABP1 MLLE inh -3.9, CSN deneddyl inh 1.0 and Rpn11 inh inactive.
`COCCN(C(=O)C1CCCC1)c1c(N)n(Cc2ccccc2)c(=O)[nH]c1=O` gave E coli Lon inh -5.5, FAS-TE inh -3.7, MT1-MMP act inh -2.2, MsrA act -8.7, MsrA inh -1.2, Rin1 Abl inh 1.0, PABP1 MLLE inh -6.6, CSN deneddyl inh 3.5 and Rpn11 inh inactive.
Screening CSc1cccc(NC(=O)c2cnccn2)c1 returned E coli Lon inh 5.9, FAS-TE inh 0.2, MT1-MMP act inh 1.4, MsrA act -7.3, MsrA inh 1.2, Rin1 Abl inh -4.5, PABP1 MLLE inh -7.7, CSN deneddyl inh -3.6 and Rpn11 inh inactive.
C/C(=N\NC(=O)C12CCC(C)(C(=O)O1)C2(C)C)c1ccccc1O (configuration not stated) was read as E coli Lon inh -10.3, FAS-TE inh -5.6, MT1-MMP act inh 2.4, MsrA act -6.1, MsrA inh 1.4, Rin1 Abl inh -5.0, PABP1 MLLE inh -16.8, CSN deneddyl inh -2.9 and Rpn11 inh inactive.
For COC(=O)c1cccc(NC(=O)CCN2C(=O)C3CC=CCC3C2=O)c1 (configuration not stated) the results were E coli Lon inh 2.4, FAS-TE inh -4.8, MT1-MMP act inh 5.2, MsrA act 1.0, MsrA inh -0.8, Rin1 Abl inh 0.0, PABP1 MLLE inh 5.9, CSN deneddyl inh 2.6 and Rpn11 inh inactive.
Cn1cc(/C=C/C(=O)N2CCCC(C(=O)c3cccc4ccccc34)C2)cn1 (configuration not stated) was read as E coli Lon inh -3.1, FAS-TE inh -2.3, MT1-MMP act inh 2.2, MsrA act -5.1, MsrA inh 1.8, Rin1 Abl inh 2.9, PABP1 MLLE inh 6.9, CSN deneddyl inh -3.3 and Rpn11 inh inactive.
For COc1ccc(C(=O)N2N=C(c3cccs3)CC2c2ccccc2O)cc1 (configuration not stated) the results were E coli Lon inh -8.8, FAS-TE inh 14.0, MT1-MMP act inh 7.0, MsrA act -13.7, MsrA inh 2.6, Rin1 Abl inh 0.2, PABP1 MLLE inh -6.9, CSN deneddyl inh -2.2 and Rpn11 inh inactive.
`O=C(N/N=C/c1cccnc1)c1cc2c(ccc3ccccc32)o1` gave E coli Lon inh -8.7, FAS-TE inh -4.6, MT1-MMP act inh 3.0, MsrA act -2.4, MsrA inh 0.2, Rin1 Abl inh -3.9, PABP1 MLLE inh -16.1, CSN deneddyl inh 55.2* and Rpn11 inh inactive.
For Cc1ccc(NC(=O)CCn2nnc3ccccc32)c(C)c1 the results were E coli Lon inh -6.6, FAS-TE inh 1.9, MT1-MMP act inh -1.2, MsrA act -4.7, MsrA inh -0.1, Rin1 Abl inh 0.7, PABP1 MLLE inh -3.5, CSN deneddyl inh -17.7 and Rpn11 inh inactive.
`Cc1ccc(NC(=O)CNCC2CCCCC2)cc1S(=O)(=O)N(C)C` gave E coli Lon inh 5.8, FAS-TE inh -1.2, MT1-MMP act inh 3.8, MsrA act -1.9, MsrA inh -0.5, Rin1 Abl inh 2.9, PABP1 MLLE inh 4.1, CSN deneddyl inh 0.3 and Rpn11 inh inactive.
`CC(=O)Nc1ccc(Oc2nc(-c3ccccn3)nc3ccccc23)cc1` gave E coli Lon inh 4.8, FAS-TE inh -7.7, MT1-MMP act inh -6.1, MsrA act -6.6, MsrA inh 0.0, Rin1 Abl inh -1.1, PABP1 MLLE inh -4.4, CSN deneddyl inh 0.0 and Rpn11 inh inactive.
Screening Cc1ccc(C(=O)Nc2ccccc2N2CCOCC2)cc1S(=O)(=O)N1CCOCC1 returned E coli Lon inh -6.7, FAS-TE inh 2.9, MT1-MMP act inh -1.2, MsrA act -5.7, MsrA inh 1.1, Rin1 Abl inh 2.5, PABP1 MLLE inh 8.9, CSN deneddyl inh -4.2 and Rpn11 inh inactive.
`CCCN1C(=O)c2cc(C(=O)Nc3ccccc3OC)ccc2C1Nc1ccccc1OC` (configuration not stated) gave E coli Lon inh 2.5, FAS-TE inh 17.9, MsrA act -0.3, MsrA inh -0.7, Rin1 Abl inh 0.2, PABP1 MLLE inh 11.4, CSN deneddyl inh 9.4 and Rpn11 inh inactive.
Screening O=C(CCN1CCC2CCC(C2)C1)c1ccc(F)cc1 (configuration not stated) returned E coli Lon inh -5.4, FAS-TE inh -5.4, MT1-MMP act inh 0.4, MsrA act -1.1, MsrA inh -0.7, Rin1 Abl inh -1.8, PABP1 MLLE inh 14.4, CSN deneddyl inh -5.8 and Rpn11 inh inactive.
Screening CC1(C)Cc2cccc(OCC(=O)OCC(=O)NCc3ccccc3)c2O1 returned E coli Lon inh 9.0, FAS-TE inh -9.4, MT1-MMP act inh -0.9, MsrA act -4.9, MsrA inh -0.9, Rin1 Abl inh -0.5, PABP1 MLLE inh -37.8, CSN deneddyl inh -1.1 and Rpn11 inh inactive.
O=C(Cc1ccccc1)NN1C(=O)/C(=C/c2ccccc2C(=O)O)SC1=S was read as E coli Lon inh -9.0, FAS-TE inh -11.1, MT1-MMP act inh 1.3, MsrA act -4.1, MsrA inh 1.1, Rin1 Abl inh -0.7, PABP1 MLLE inh 5.4, CSN deneddyl inh -4.0 and Rpn11 inh inactive.
Screening O=[N+]([O-])c1ccccc1S(=O)(=O)Nc1ncccn1 returned E coli Lon inh -4.9, FAS-TE inh -3.9, MT1-MMP act inh -5.8, MsrA act -7.0, MsrA inh 0.8, Rin1 Abl inh -0.3, PABP1 MLLE inh 27.6, CSN deneddyl inh 1.8 and Rpn11 inh inactive.
For NC(=O)C1CCN(S(=O)(=O)c2cccc(S(=O)(=O)N3CCCCC3)c2)CC1 the results were E coli Lon inh -2.2, FAS-TE inh -6.4, MT1-MMP act inh 5.2, MsrA act -0.3, MsrA inh 0.5, Rin1 Abl inh -1.4, PABP1 MLLE inh 1.8, CSN deneddyl inh 4.1 and Rpn11 inh inactive.
`O=C(CSc1ncn[nH]1)c1ccco1` gave E coli Lon inh 3.7, FAS-TE inh -3.2, MT1-MMP act inh -1.8, MsrA act 0.0, MsrA inh 1.7, Rin1 Abl inh -4.6, PABP1 MLLE inh 22.0, CSN deneddyl inh 2.5 and Rpn11 inh inactive.
Screening CCCn1nnnc1NCc1cccc(OC)c1OC returned E coli Lon inh -13.7, FAS-TE inh -3.7, MT1-MMP act inh -2.9, MsrA act -0.5, MsrA inh -1.6, Rin1 Abl inh 0.4, PABP1 MLLE inh 5.8, CSN deneddyl inh 3.6 and Rpn11 inh inactive.
`O=C(c1cc2ccccc2[nH]1)N(Cc1cccnc1)CC1CCCN(C2CCCCC2)C1` (configuration not stated) gave E coli Lon inh 3.0, FAS-TE inh -2.6, MT1-MMP act inh -3.5, MsrA act -0.7, MsrA inh 0.4, Rin1 Abl inh 0.8, PABP1 MLLE inh -5.5, CSN deneddyl inh 1.6 and Rpn11 inh inactive.
O=C(Nc1ccc(-c2nc3ccccc3o2)cc1)C1CCCO1 (configuration not stated) was read as E coli Lon inh -7.7, FAS-TE inh -2.9, MT1-MMP act inh -1.3, MsrA act -2.1, MsrA inh -0.2, Rin1 Abl inh 0.7, PABP1 MLLE inh 12.7, CSN deneddyl inh -1.3 and Rpn11 inh inactive.
COc1ccc(NC2CCCN(C(=O)c3csc(C(C)C)n3)C2)cc1 (configuration not stated) was read as E coli Lon inh 1.7, FAS-TE inh -5.2, MT1-MMP act inh 2.6, MsrA act -3.0, MsrA inh 0.2, Rin1 Abl inh 2.4, PABP1 MLLE inh -1.6, CSN deneddyl inh 1.4 and Rpn11 inh inactive.

2 records drawn at random from the list so far:
O=C(Nc1ccc(-c2nc3ccccc3o2)cc1)C1CCCO1 (configuration not stated) was read as E coli Lon inh -7.7, FAS-TE inh -2.9, MT1-MMP act inh -1.3, MsrA act -2.1, MsrA inh -0.2, Rin1 Abl inh 0.7, PABP1 MLLE inh 12.7, CSN deneddyl inh -1.3 and Rpn11 inh inactive.
`O=C(c1cc2ccccc2[nH]1)N(Cc1cccnc1)CC1CCCN(C2CCCCC2)C1` (configuration not stated) gave E coli Lon inh 3.0, FAS-TE inh -2.6, MT1-MMP act inh -3.5, MsrA act -0.7, MsrA inh 0.4, Rin1 Abl inh 0.8, PABP1 MLLE inh -5.5, CSN deneddyl inh 1.6 and Rpn11 inh inactive.

The order is random; 3.7% or so of the library scored in one or more.
